Apoferritin bind – binds horse apoferritin like a general anesthetic. apoferritin/1-aminoanthracene competitive binding, fluorescence. Potency, µM (top dose mostly 77.5 µM), inactives show top-dose activity change, negative = displacement, hits mostly inhibitors. 350,000 compounds, 0.074% hits. AID 485281; also: potency is read from the fitted curve at half-maximal effect; % is scaled to controls: 0 for no effect and ±100 for the full control effect; nearly all actives have a fitted effect of over 20% in size
Target sequence (P02791 2-175 limits assumed): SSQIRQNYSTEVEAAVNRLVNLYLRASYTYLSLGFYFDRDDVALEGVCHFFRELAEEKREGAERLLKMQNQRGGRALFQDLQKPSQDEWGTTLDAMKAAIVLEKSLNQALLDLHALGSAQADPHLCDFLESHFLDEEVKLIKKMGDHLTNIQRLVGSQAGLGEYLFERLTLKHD
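Apoferritin-based anesthetic binding model; compound displacement of fluorescent 1-AMA measured as endpoint fluorescence after 10 minutes at room temperature, scaled to free-ligand and complex controls.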
RXFP1 antagonist – blocks the human relaxin receptor RXFP1; Q9HBX9; HEK293-RXFP1, relaxin-stimulated cAMP HTRF, 30 min; active compounds read low; activity change, negative = inhibition, % at 57.5 µM; 350,000 compounds, 0.59% hits;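 active = activity change of -60% or lower, but not beyond a set lower limit; inconclusive = change between -60% and -40%, or beyond the set limit; inactive = change above -40%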; also: % is scaled to controls: 0 for no effect and ±100 for the full control effect
D1 antag – blocks dopamine activation of the human D1 receptor. HEK293 TREx D1 cells, calcium flux, dopamine EC80; active compounds read low. activity change, negative = inhibition, % at 10 µM. 360,000 compounds, 3.2% hits; in the data active = activity change below about -30%; also: % is scaled to controls: 0 for no effect and ±100 for the full control effect
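Using tetracycline-induced force-coupled D1 Hek293 cells and a calcium dye, signals were followed for 180 s after compound, then for 180 s after EC80 dopamine, to detect inhibitors.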
D1 PAM – potentiators of human D1 dopamine receptor. P21728. HEK293 TREx D1 cells, calcium flux, dopamine EC20 potentiation. potentiation, % at 10 µM. 360,000 compounds, 0.036% hits. AID 504651; in the data active = potentiation above about 30%; also: 0% is about no effect
TRHR PAM – allosteric enhancers of human TRH receptor | P34981 | enhancement, % at 2 µM | 360,000 compounds, 0.66% hits | TRHR cells, fluo-8 calcium fluorescence, EC20 TRH enhancement; in the data active = enhancement above about 30%; also: 0% is about no effect
Target sequence (P34981 whole entry, looked up): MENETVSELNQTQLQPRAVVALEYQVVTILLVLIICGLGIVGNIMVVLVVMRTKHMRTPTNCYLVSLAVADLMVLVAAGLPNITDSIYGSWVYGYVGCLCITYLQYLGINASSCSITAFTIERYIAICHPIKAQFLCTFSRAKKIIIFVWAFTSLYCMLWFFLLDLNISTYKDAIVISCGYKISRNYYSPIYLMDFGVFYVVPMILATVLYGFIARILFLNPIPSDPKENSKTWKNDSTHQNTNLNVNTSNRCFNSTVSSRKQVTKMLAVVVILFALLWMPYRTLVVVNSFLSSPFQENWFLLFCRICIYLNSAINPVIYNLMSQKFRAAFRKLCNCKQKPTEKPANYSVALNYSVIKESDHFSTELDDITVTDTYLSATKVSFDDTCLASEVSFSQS
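Enhancer read-out: after compound pinning and an initial kinetic agonist-mode read, an EC20 of TRH (10 nM final) was injected and fluo-8 calcium signal (Ex 480/Em 530) followed at 1 s/cycle for 100 cycles in TRHR-expressing cells.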
D2 potentiator – positively modulates the human D2 dopamine receptor allosterically. HEK293 T-REx D2, calcium flux, EC20 dopamine potentiation. potentiation, % at 10 µM. 340,000 compounds, 0.34% hits;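 active = potentiation over 3 SD above the plate norm, cut at about 30% in these data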; also: 0% is about no effect
Target sequence (P14416 whole entry, looked up): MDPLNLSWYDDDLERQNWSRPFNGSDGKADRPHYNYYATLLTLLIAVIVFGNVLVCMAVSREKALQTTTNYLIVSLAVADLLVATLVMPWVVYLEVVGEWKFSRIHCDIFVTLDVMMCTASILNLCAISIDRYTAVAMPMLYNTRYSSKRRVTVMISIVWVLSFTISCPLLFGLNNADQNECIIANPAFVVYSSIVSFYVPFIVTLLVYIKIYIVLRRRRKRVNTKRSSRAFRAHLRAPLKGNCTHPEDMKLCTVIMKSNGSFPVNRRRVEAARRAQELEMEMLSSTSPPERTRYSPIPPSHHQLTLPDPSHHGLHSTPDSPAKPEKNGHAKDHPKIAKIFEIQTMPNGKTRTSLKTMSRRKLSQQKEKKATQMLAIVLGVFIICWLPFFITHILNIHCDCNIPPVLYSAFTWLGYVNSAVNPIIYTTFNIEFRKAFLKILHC
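Tetracycline-induced Hek293 Trex D2 cells, force-coupled to calcium, loaded with no-wash calcium dye. Compound added with 180 s kinetic read for agonism, then EC20 dopamine and a further 180 s read for potentiation.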
D1 agonist – activates the human D1 dopamine receptor; AID 504660; HEK293 T-REx D1 cells, calcium flux, agonist mode; activation, % at 2 µM; 360,000 compounds, 1% hits; in the data active = activation above about 30%; also: 0% is about no effect
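Tetracycline-induced HEK293 TREx D1 cells, force-coupled to calcium signalling, were dye-loaded with a no-wash calcium kit. Compound was pin-added after a 10 s baseline. Fluorescence was read kinetically at 1 cycle/s for 180 s, with calcium rises flagged as agonism.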
TRHR ag – activates the human TRH receptor | P34981 | TRHR cells, calcium flux fluo-8, FDSS agonist mode | activation, % at 2 µM | 360,000 compounds, 0.18% hits; in the data active = activation above about 30%; also: 0% is about no effect
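Read-out: compound-evoked intracellular calcium rise in TRHR cells, fluo-8 dye, kinetic FDSS fluorescence at 1 s/cycle following a 10-cycle baseline. Cells cultured overnight before dye loading (30 min–1.5 h, RT).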
RXFP1 agonist – activates the human relaxin receptor RXFP1. Q9HBX9. HEK293T-RXFP1 cAMP TR-FRET, 30 min; response scale: percent of porcine relaxin response, buffer zero. Potency, µM (doses to about 57.5 µM), for the others: at the top dose activation, most hits filed as activators. 370,000 compounds, 0.3% hits; also: potency is read from the fitted curve at half-maximal effect; % is scaled to controls: 0 for no effect and ±100 for the full control effect; nearly all actives have a fitted effect of over 60% in size; many of its hits are not listed in these tables
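cAMP rise read by TR-FRET after 30 min, 37C compound exposure (up to 58 uM) in RXFP1-transfected HEK293 cells with Ro 20174 present. EC50 from Hill-equation fits, with 29 nM porcine relaxin as 100% and buffer as basal.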
* = called active by the depositor; u = inconclusive; x = no result given; & = joins results of further samples; [ ] = remark or other dose. Unless noted, calls follow the shape of the dose curve; as a rule, active = well fitted curve in the direction sought with a large enough effect; inconclusive = small, poorly fitted or top-dose-only effect, or another doubt; inactive = no such curve, though single readings can be large; an effect the other way counts as inactive or inconclusive. An excerpt; the hit share may differ from the screen's.

Preview (two entries):
SMILES	Apoferritin bind	RXFP1 antagonist	D1 antag	D1 PAM	TRHR PAM	D2 potentiator	D1 agonist	TRHR ag	RXFP1 agonist
COc1ccc(NC(=O)Nc2ccc(OCC(=O)N3CCOCC3)cc2)cc1OC	-10.9%	-0.7	-12.9	-0.3	8.6	2.0	1.0	0.2	-1.1%
COc1c(O)cc2c(c1O)C(=O)CC(c1ccccc1)O2 (configuration not stated)	-16.2%	x	-0.1	1.2	-3.4	12.1	-5.9	-0.1	-0.4%

The whole of this part, previewed entries included:
SMILES	Apoferritin bind	RXFP1 antagonist	D1 antag	D1 PAM	TRHR PAM	D2 potentiator	D1 agonist	TRHR ag	RXFP1 agonist
COc1ccc(NC(=O)Nc2ccc(OCC(=O)N3CCOCC3)cc2)cc1OC	-10.9%	-0.7	-12.9	-0.3	8.6	2.0	1.0	0.2	-1.1%
COc1c(O)cc2c(c1O)C(=O)CC(c1ccccc1)O2 (configuration not stated)	-16.2%	x	-0.1	1.2	-3.4	12.1	-5.9	-0.1	-0.4%
O=C(Nc1ccc(N2CCOCC2)cc1N1CCOCC1)c1ccc(Br)cc1	-6.3%	-1.7	14.8	5.5	6.2	-0.4	2.0	0.2	0.2%
COc1ccc(-c2c(C)nc(N)nc2-c2ccc(OC)cc2O)cc1	-13.4%	3.3	-8.6	-8.2	4.2	1.2	3.4	0.2	6.3%
CCCCn1c(N)c(N(Cc2ccccc2OC)C(=O)CC2OC(=O)c3ccccc32)c(=O)[nH]c1=O (configuration not stated)	x	-5.3	4.9	-1.1	0.2	-8.3	4.1	0.0	2.0%
COc1ccc(-c2csc(N(CC3CCCO3)C(=O)c3ccccc3)n2)cc1 (configuration not stated)	-1.9%	-8.7	5.9	-2.4	-9.2	2.6	4.3	0.9	-1.5%
CCCC(=O)c1ccc(N2CCN(C(=O)OCC)CC2)c(F)c1	-22.7%	11.3	-11.1	-5.1	-7.7	-4.7	13.6	0.0	0.8%
COc1ccccc1C(CNC(=O)c1cc(S(=O)(=O)N2CCOCC2)ccc1C)N1CCCC1 (configuration not stated)	x	7.2	14.0	3.5	7.6	12.0	2.5	-0.9	-0.4%
CN(C)S(=O)(=O)c1cccc(COC(=O)CNC(=O)c2ccc(Br)o2)c1	x	-7.3	-5.4	-7.6	0.8	-2.9	2.2	0.2	-0.2%
O=C(Nc1cccc(S(=O)(=O)N2CCCC2)c1)c1ccccc1OC(F)F	-6.2%	-5.7	-11.8	-0.6	4.7	-1.2	1.4	0.2	3.6%
N#Cc1nc(Nc2cc(F)cc(F)c2)c2ncn(C3CCCC3)c2n1	x	x	1.2	3.1	1.7	x	2.6	0.9	x
Cc1ccc(SCC(=O)Nc2cccc(NC(=O)c3ccco3)c2)cc1	u	x	-0.9	-3.8	-1.0	11.5	2.9	-1.0	0.0%
CCC(=O)OCC(=O)c1c(N)n(Cc2ccccc2)c(=O)n(C)c1=O	-16.1%	-4.7	8.8	1.2	3.8	15.6	5.3	-0.5	-3.8%
COC(=O)c1ccc(NC(=S)N2CCN(Cc3ccccc3Cl)CC2)cc1	-9.7%	-4.6	-4.9	-8.8	-5.1	14.4	5.7	1.2	1.2%
COc1ccccc1NC(=O)CCCc1nnc2n(C)c(=O)c3sccc3n12	-8.2%&-18.8%	11.0&-3.7	-2.6&-1.1	-8.0&3.2	3.2&1.9	0.8&1.8	1.2&0.6	-0.4&-0.5	4.47µM*
C=CCn1c(SCc2csc(C)n2)nc2sc3c(c2c1=O)CCCC3	5.3%	-15.9	-6.2	-2.8	9.4	3.0	6.3	1.2	4.0%
Cc1cc2oc(=O)c3c(c2cc1OCc1nn[nH]n1)CCCC3	-10.4%	10.8	13.6	-3.0	-0.5	5.9	3.4	-0.4	6.5%
COc1ccccc1C(=O)Nc1ccccc1C(=O)N1C(C)CCCC1C (configuration not stated)	-6.2%	3.1	-5.6	1.0	-4.2	-2.3	1.3	-2.1	0.0%
O=C(CSc1ccccc1)Nc1ccc(N2CCOCC2)cc1	-21.3%	-22.4	-2.2	-7.6	-1.5	0.6	3.9	-0.1	-0.3%
COc1ccc(NC(=O)COc2cccc3c2CCN(C)C3=O)c(OC)c1	-11.2%	-11.9	-10.8	-4.5	3.6	8.0	5.4	0.1	0.6%
CCOC(=O)c1ccccc1NC(=O)C1CC(=O)N(c2ccccc2)C1 (configuration not stated)	-5.2%	9.9	-6.7	-2.1	6.5	5.5	1.0	-1.6	-2.8%
CCOC(=O)N1CCC(c2cc(=O)n3[nH]ccc3n2)CC1	-12.7%	x	-3.1	x	-3.1	-13.0	1.2	2.0	-0.5%
O=C(COC(=O)c1cc[n+]([O-])cc1)NCCc1ccc(Cl)cc1Cl	-13.9%	-2.6	-1.0	-2.5	1.3	-1.3	1.7	0.0	-1.1%
CCOc1ccc(C(=O)c2ccncc2)cc1	-1.0%	-3.2	-4.8	-0.8	4.7	0.0	0.9	-0.7	0.4%
O=S(=O)(c1ccc(F)cc1)N1CCN(C(=S)NCc2ccccc2)CC1	-2.6%	7.9	-31.4*	-4.4	5.4	19.8	4.5	0.6	0.0%
Cc1cc(C)c(C(=O)CN2C(=O)NC3(CCCCC3)C2=O)cc1C	-10.9%	16.5	-2.6	0.6	-1.6	12.1	-4.2	-1.5	10.1%
CCc1nc2n(n1)C(O)c1cc([N+](=O)[O-])ccc1S2 (configuration not stated)	-3.4%	0.1	-27.6	-4.2	0.9	0.6	1.9	0.3	2.1%
O=C(CCC(=O)Nc1ccccc1)NNC(=O)CCc1ccccc1	-2.8%	-6.2	-4.8	-6.3	-14.2	-0.5	2.4	0.0	-0.2%
CCCCN(C(=O)c1cccc(S(=O)(=O)N2CCN(Cc3ccccc3)CC2)c1)c1ccccc1	-8.1%	1.6	-2.4	8.2	5.2	6.3	3.8	0.4	0.0%
CC(C)n1cc(/C=N/Nc2ccc(C(=O)O)cc2)c2ccccc21	-1.5%	-3.4	4.9	1.2	2.7	-6.2	3.3	-1.0	0.1%

Copied from above, 5 compounds:
SMILES	Apoferritin bind	RXFP1 antagonist	D1 antag	D1 PAM	TRHR PAM	D2 potentiator	D1 agonist	TRHR ag	RXFP1 agonist
COc1ccccc1C(=O)Nc1ccccc1C(=O)N1C(C)CCCC1C (configuration not stated)	-6.2%	3.1	-5.6	1.0	-4.2	-2.3	1.3	-2.1	0.0%
O=C(CSc1ccccc1)Nc1ccc(N2CCOCC2)cc1	-21.3%	-22.4	-2.2	-7.6	-1.5	0.6	3.9	-0.1	-0.3%
COc1ccc(NC(=O)COc2cccc3c2CCN(C)C3=O)c(OC)c1	-11.2%	-11.9	-10.8	-4.5	3.6	8.0	5.4	0.1	0.6%
CCOC(=O)c1ccccc1NC(=O)C1CC(=O)N(c2ccccc2)C1 (configuration not stated)	-5.2%	9.9	-6.7	-2.1	6.5	5.5	1.0	-1.6	-2.8%
CCOC(=O)N1CCC(c2cc(=O)n3[nH]ccc3n2)CC1	-12.7%	x	-3.1	x	-3.1	-13.0	1.2	2.0	-0.5%

The results go on.
SMILES	Apoferritin bind	RXFP1 antagonist	D1 antag	D1 PAM	TRHR PAM	D2 potentiator	D1 agonist	TRHR ag	RXFP1 agonist
O=c1c2ccccc2nc2ccccn12	202.6%[activator]	10.0	-2.3	-2.5	23.2	-5.0	4.0	-0.6	28.6%
Cn1c(SCC(=O)Nc2ccc(N3CCOCC3)cc2)nnc1-c1ccccc1	-13.9%	-12.9	-7.8	0.0	0.5	15.3	0.6	0.2	0.3%
Cc1cccc(OCC(=O)Nc2ccc(-c3nc4ccccc4o3)cc2)c1C	0.1%	1.4	8.2	-0.6	30.8*	-2.6	4.4	2.6	19.4%
O=C(CNS(=O)(=O)c1cccc2nsnc12)NC1CCCCC1	4.4%	-4.6	3.8	0.4	3.1	-1.9	2.9	-0.1	2.6%
CCc1ccc(C(=O)NNc2cc(Cl)ccc2Cl)cc1	-7.5%	-5.7	-2.1	7.1	-6.0	-10.7	1.4	0.3	-0.5%
CCOC(=O)c1c(NC(=O)c2cccs2)sc2c1CC(C)(C)OC2	-8.5%	-5.6	-2.7	2.4	-1.7	8.6	1.3	0.2	6.8%
COc1ccc(-n2c(C)nc3c(cnn3-c3ccc(C)cc3)c2=O)cc1	-13.6%	3.0	-26.3	5.0	1.1	x	5.5	-0.9	0.9%
CCNC(=O)CC1C(=O)N(c2ccc(C)cc2)C(=O)N1CCC(C)C (configuration not stated)	-10.6%&2.6%	-7.0	-2.6&9.3	-1.4&3.8	-5.6&-6.3	2.0&-0.4	1.2&-0.3	-0.7&0.1	0.7%&-0.3%
COc1ccc(/C=C/C(=O)OCC(=O)N2CCc3ccccc32)cc1	x	-1.8	-5.8	1.1	2.7	-3.5	0.0	1.2	1.1%
Cn1c(CNC(=O)Nc2ccccc2Cl)nnc1SCc1ccccc1	u	-1.3	9.9	-4.2	4.6	8.0	0.2	-1.4	0.4%
N#Cc1nc(-c2ccc(OCc3ccc(Cl)cc3)cc2)oc1NCc1cccnc1	u	-4.3	7.1	-8.0	13.7	-11.7	2.6	-0.4	-0.3%
Cc1ccc(-c2nn(C)c(=O)c3ccccc23)cc1CNC(=O)CSc1nc2ccccc2o1	-8.8%	-5.8	3.6	-1.9	19.0	-6.4	2.8	-0.4	1.8%
Cc1cc(/C=N/NC(=O)Cn2c3ccccc3c(=O)c3ccccc32)c(C)n1-c1ccccc1	21.7%	-11.1	-3.1	6.8	3.5	-3.0	1.5	-0.1	0.1%
Cc1oc2ncn(CC(C)C)c(=O)c2c1C(=O)Nc1cc(F)ccc1F	-6.8%	x	0.2	-1.9	7.1	3.8	-1.2	0.9	0.3%
Cc1cc(C(=O)Nc2ccccc2C)on1	3.1%	-4.0	2.6	2.3	-0.1	8.2	2.5	1.1	-1.0%
CCCNC(=O)[C@H](Cc1c[nH]c2ccccc12)NC(=O)c1ccccc1Cl	-9.1%	-6.5	-4.3	-5.8	-5.4	0.3	3.2	-0.3	0.3%
CCCCN(CC)C(=O)c1c[nH]c2ccc(S(=O)(=O)Nc3cccc(OC)c3)cc2c1=O	-15.8%	3.5	16.9	5.0	4.9	10.5	2.0	-1.0	0.0%

Assay outcomes from PubChem BioAssay.
